Screens (PubChem BioAssay)
TDP-43 yeast inh: qHTS of TDP-43 Inhibitors; TDP-43 expressing yeast growth rescue, BacTiter-Glo, 24 h; AID 652104, 2013; Potency, µM (doses to about 46.1 µM), for the others: at the highest dose growth rescue (activation), hits mostly activators; 410,000 compounds, 1.8% hits; further: potency means the concentration at half of the fitted maximal effect; % of control where 0% means no effect; nearly all actives have a fitted effect of over 50% in size
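Cell-based yeast growth screen: TDP-43 expression induced in galactose, inoculum OD600=0.02 after raffinose pregrowth to mid-log. Read-out BacTiter-Glo luminescence at 24 hr, 30 deg C; inhibition of toxicity seen as signal increase.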
GLP-1R agonist: qHTS of GLP-1 Receptor Agonists; Glucagon-like peptide 1 receptor (Homo sapiens), P43220; HEK293 GLP-1R CRE-luciferase, luminescence, 4-6 h; cells express a hypersensitive GLP-1R form; Potency, µM (doses to about 45.6 µM), inactives show at the highest dose activation, hits mostly activators; 380,000 compounds, 0.007% hits; AID 624172, 2012; further: potency means the concentration at half of the fitted maximal effect; % of control where 0% means no effect
PTHR1 agonist: qHTS for PTHR1 Agonists: Primary Screen; AID 743266, 2014; Potency, µM (titrated, usually from 115 µM), without a hit: top-dose activation, hits mostly activators; 410,000 compounds, 0.075% hits; HEK293 GP2 PTHR1 cells, GloSensor cAMP luminescence, 1 h; Parathyroid hormone/parathyroid hormone-related peptide receptor (Homo sapiens), Q03431; further: potency means the concentration at half of the fitted maximal effect; nearly all actives have a fitted effect of over 55% in size; some results filed as inactive show a strong effect at the top dose; inactives centre near -15; many of its hits are not listed in these tables
Target sequence (Q03431 whole entry, looked up): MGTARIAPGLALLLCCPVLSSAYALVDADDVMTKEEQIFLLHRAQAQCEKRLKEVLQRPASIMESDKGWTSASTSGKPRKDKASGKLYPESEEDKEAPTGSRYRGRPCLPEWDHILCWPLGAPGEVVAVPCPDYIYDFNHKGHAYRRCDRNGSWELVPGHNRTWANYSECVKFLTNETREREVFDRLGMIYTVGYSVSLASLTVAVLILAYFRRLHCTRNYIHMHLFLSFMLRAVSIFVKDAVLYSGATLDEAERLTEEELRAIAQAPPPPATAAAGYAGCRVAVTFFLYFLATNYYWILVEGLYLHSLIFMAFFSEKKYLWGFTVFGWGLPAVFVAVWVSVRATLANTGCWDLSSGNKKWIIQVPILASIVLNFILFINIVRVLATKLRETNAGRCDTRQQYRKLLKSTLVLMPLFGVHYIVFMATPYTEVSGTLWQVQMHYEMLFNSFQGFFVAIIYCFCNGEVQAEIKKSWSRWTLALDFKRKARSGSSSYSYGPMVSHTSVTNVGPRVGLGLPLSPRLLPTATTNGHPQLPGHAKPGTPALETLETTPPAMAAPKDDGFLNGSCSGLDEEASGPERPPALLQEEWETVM
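HEK-293-derived GP2 cells expressing PTHR1 and a GloSensor cAMP reporter, 3,000/well, plated overnight, given luciferin plus IBMX (each 0.5 mM as added) for 1 h at 37 °C, then compound for 1 h at 37 °C. Luminescence was read after 15 min at room temperature.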
GLP-1R inv ag: qHTS of GLP-1 Receptor Inverse Agonists (Inhibition Mode) | 410,000 compounds, 1.6% hits | AID 624417, 2012 | Potency, µM (titrated, usually from 38.3 µM), inactives show at the highest dose activity change, negative = inhibition, usual class: inhibitors | HEK293 GLP-1R CRE-luciferase, luminescence, 24 h; GLP-1R form is constitutively active; further: potency means the concentration at half of the fitted maximal effect; on the % scale 0 is the no-effect control and ±100 the full control effect; nearly all actives have a fitted effect of over 55% in size
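GLP-1R inverse agonism mode: basal reporter luminescence in engineered HEK293 cells measured after one day of compound exposure at 37 deg C, with a 12 min room-temperature detection step.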
Abeta rescue: qHTS for compounds that reverse cellular toxicity of Amyloid beta (A-beta) peptide in yeast: Primary Screen | yeast expressing A-beta42, growth rescue, OD600, 48 h; response scale: 0% DMSO, 100% iron-clioquinol control | Potency, µM (highest dose often 46.1 µM), for inactives: at the top dose growth rescue, usual class: activators | 410,000 compounds, 0.063% hits | AID 1347071, 2019; further: potency means the concentration at half of the fitted maximal effect; nearly all actives have a fitted effect of over 55% in size
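Yeast A-beta toxicity model in growth medium with pinned compounds, 48 h at 30 C; growth read as absorbance at 600 nm. Normalized to FeCl3/clioquinol equimolar mix (positive) and DMSO (negative).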
pAkt inh: HTS Assay for Inhibitors of Akt Phophorylation: Primary Screen; Neuro2A IGF-stimulated pAkt S473 HTRF, 20 min; stronger effect = lower value; activity change, % for hits at 50 µM; 360,000 compounds, 0.32% hits; in the data active means activity change below about -80%; inconclusive means mostly about -51% to -80%; further: on the % scale 0 is the no-effect control and ±100 the full control effect
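Neuro2A cells in DMEM with 0.5% FBS, overnight at 37 deg C, given compound at single 50 µM final, then IGF (6 nM final) for 20 min at 37 deg C. Lysed; phospho-Akt Ser473 by HTRF after 24 h, 665/615 ratio.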
aSyn yeast inh: qHTS of alpha-syn Inhibitors; Yeast expressing alpha-synuclein, growth rescue, BacTiter-Glo, 24 h; Potency, µM (series often up to 46.1 µM), for the others: at the highest dose growth rescue (activation), hits mostly activators; 370,000 compounds, 0.14% hits; further: potency means the concentration at half of the fitted maximal effect; % of control where 0% means no effect; nearly all actives have a fitted effect of over 65% in size
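Screening used galactose-induced yeast with toxic alpha-synuclein levels, exposed to compound for 24 hr at 30 deg C. Cell growth, read with BacTiter-Glo luminescence, gave the measured signal.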
FUS yeast rescue: qHTS for Suppressors of FUS Proteinopathy: Primary screen using FUS-linked yeast assay; S. cerevisiae FUS-expressing, growth rescue, OD600, 24 h; Potency, µM (highest dose often 76.6 µM), for the others: top-dose growth rescue (activation), hits mostly activators; 390,000 compounds, 0.24% hits; AID 1347120, 2019;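 further: potency means the concentration at half of the fitted maximal effect; plate controls were DMSO vehicle for no effect and reference control for full effect; nearly all actives have a fitted effect of over 55% in size; some results filed as inactive show a strong effect at the top dose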
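Compound concentration series was pinned onto galactose-induced FUS-expressing yeast seeded at OD 0.005. Plates sat 24hr at 30C; absorbance at 600 nm gave growth. DMSO served as background control.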
DRD3 antagonist: qHTS of D3 Dopamine Receptor Antagonist: qHTS; D(3) dopamine receptor (Homo sapiens), P35462; D3R cells, DiscoveRx beta-arrestin luminescence, antagonist mode; stronger effect = lower value; max response, negative = inhibition, %; 360,000 compounds, 2.5% hits; AID 652054, 2013; in the data active means max response below about -50%; inconclusive means no clear call, values can overlap the other calls; further: on the % scale 0 is the no-effect control and ±100 the full control effect; mostly tested at two doses, the higher about 12 µM
Target sequence (P35462 whole entry, looked up): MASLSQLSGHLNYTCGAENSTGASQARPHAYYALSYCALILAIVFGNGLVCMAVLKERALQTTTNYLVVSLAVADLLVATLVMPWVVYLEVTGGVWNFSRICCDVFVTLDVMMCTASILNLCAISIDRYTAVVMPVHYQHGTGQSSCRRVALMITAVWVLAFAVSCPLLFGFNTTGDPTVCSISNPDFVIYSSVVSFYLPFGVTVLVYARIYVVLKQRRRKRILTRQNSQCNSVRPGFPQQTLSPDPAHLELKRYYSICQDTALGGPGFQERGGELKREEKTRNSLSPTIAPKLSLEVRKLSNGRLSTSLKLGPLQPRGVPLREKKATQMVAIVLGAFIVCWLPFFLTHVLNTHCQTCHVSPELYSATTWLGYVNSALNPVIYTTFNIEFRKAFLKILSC
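Cells expressing the human receptor were seeded at 1500 cells/well, incubated overnight at 37 degrees C in 5% CO2, then exposed to library compounds with dopamine controls for 90 minutes at 37 degrees C before luminescent detection.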
Starred values were filed as active, the others as inactive; i = inactive; ? = inconclusive; / = no result given; [ ] = remark or other dose. Unless noted, the call rests on the fitted dose curve; in most records, active means well fitted curve in the direction sought with a large enough effect; inconclusive means small, poorly fitted or top-dose-only effect, or another doubt; inactive means no such curve, though single readings can be large; an effect the other way counts as inactive or inconclusive.

Under each structure: TDP-43 yeast inh	GLP-1R agonist	PTHR1 agonist	GLP-1R inv ag	Abeta rescue	pAkt inh	aSyn yeast inh	FUS yeast rescue	DRD3 antagonist
CC(=O)c1ccc(NC(=O)CCc2c(C)nc3ncnn3c2C)cc1
  17%	1%	i	17%	-17%	i	5%	/	2
Clc1nc2sccn2c1/C=N/n1cnc2ccccc21
  -10%	7%	i	117%[activator]	9%	i	1%	6%	4
CCCCC(=O)Nc1nn(CC(C)C)c2nc3ccccc3cc12
  8%	10%	i	1%	-3%	i	-3%	24%	0
COc1ccc(CNC(=O)CSc2nnc3c(n2)[nH]c2ccccc23)cc1
  14%	1%	-18%	13%	-10%	i	-5%	17%	12
O=C(CN1CCN(C/C=C/c2ccccc2)CC1)Nc1cc([N+](=O)[O-])ccc1Cl
  0%	3%	-9%	?	-2%	i	2%	/	-29
O=S(=O)(NC1CCCC1)c1cccc(-c2nnc(-c3ccccc3)o2)c1
  2%	26%	-25%	7%	-6%	i	1%	20%	11
CCc1nc2ccc(C(=O)NCCC(C)C)cn2c1N(CC)CCN(C)C
  20%	-1%	i	9%	-18%	i	-19%	-9%	0
CC(NCc1ccccc1OC1CCCC1)c1ccccc1 (configuration not stated)
  -9%	1%	-18%	?	0%	i	-1%	5%	0
O=C1NC(=O)/C(=C\c2ccccc2Oc2ccc(F)c(F)c2)S1
  -3%	-37%[inhibitor]	i	?	11%	i	12%	-3%	-5
C/C(=N\NC(=O)CNc1ccccc1)c1ccccc1
  0%	2%	-17%	-4%	14%	i	0%	-36%	-2
CS(=O)(=O)C1=NN2C(=N)/C(=C\c3ccc(OCCOc4ccccc4)cc3)C(=O)N=C2S1
  -10%	6%	-37%[inhibitor]	4%	-1%	i	6%	3%	6
Cc1ccc(NC(=O)CN(C)C(=O)C(Sc2ccccc2)c2ccccc2)cc1 (configuration not stated)
  ?	0%	-33%[inhibitor]	8.9µM*	27%	i	-10%	28%	-21
CC(=O)N1CCc2cc(S(=O)(=O)CCC(=O)N3CCc4ccccc4C3)ccc21
  -1%	10%	i	-2%	14%	i	7%	1%	2
CC(C(=O)N1c2ccccc2Sc2ccccc21)n1nnc(-c2cccs2)n1 (configuration not stated)
  -5%	0%	i	49%	-5%	i	-1%	2%	-6
O=C(NN=Cc1ccc([N+](=O)[O-])cc1)C1CC1
  0%	0%	-9%	8%	9%	i	-6%	5%	-12
O=C(CSc1nnc(-c2ccncc2)n1CCc1ccccc1)NCc1ccccc1
  7%	-5%	i	22%	0%	i	2%	1%	14
O=C1CCCC(O)=C1C1C2=C(CCCC2=O)OC2=C1C(=O)CCC2
  7%[9.22 µM]	2%	i	-10%[7.66 µM]	-16%	i	3%	8%	4
O=C(Cn1cnc2c(oc3ccccc32)c1=O)N1CCCC1
  20%	1%	i	47%[activator]	-4%	i	1%	-13%	12
CCn1c2ccccc2c2nnc(SCc3ccccc3)nc21
  25µM*	27%	-56%[inhibitor]	?	6%	i	-18%	25%	8
COc1ccc(F)cc1S(=O)(=O)N1CCc2ccccc2C1
  -20%	-4%	5%	0%	-1%	i	6%	-22%	0
O=C(O)C1CC=CCC1C(=O)NCc1ccc(Cl)c(Cl)c1 (configuration not stated)
  3%	6%	-13%	4%	7%	i	3%	10%	?
N#Cc1ccccc1OCC(=O)Nc1ccc2c(c1)OCO2
  ?	-2%	-88%[inhibitor]	-20%	-6%	i	0%	-15%	2
C[n+]1c2n(c3ccccc31)N=C(c1ccc(Cl)cc1)CS2
  0%	1%	-37%[inhibitor]	0%	-46%[inhibitor]	i	3%	12%	-17
CCCCn1c(N)c(N(CCOC)C(=O)CSc2ccc([N+](=O)[O-])cc2)c(=O)[nH]c1=O
  -2%	-3%	-15%	6%	0%	i	2%[1.84 µM]	32%	-2
CC(NC(=O)c1ccccc1C(=O)O)c1ccc(-n2ccnc2)cc1 (configuration not stated)
  9%	-5%	-10%	1%	-7%	i	3%	7%	90
O=C(CN1C(=O)NC2(CCCCC2)C1=O)N1CCc2ccccc2C1
  19%	-1%	-56%[inhibitor]	3%	-14%	i	0%	-40%	-1
CC(Cc1cccs1)NC(=O)Nc1ccc(F)cc1 (configuration not stated)
  11%	12%	i	?	13%	i	-3%	9%	?
Cc1ccc(N(CCCCN2C(=O)c3ccccc3C2=O)C(=O)c2ccc(Cl)s2)cc1
  0%	-4%	-9%	6%	0%	i	-5%	-13%	-13
COc1ccc(CNC(=O)C(C)OC(=O)c2cccn2C)cc1 (configuration not stated)
  1%	3%	i	-11%	17%	i	1%	-2%	-25
CC(C)(C)CC(=O)Nc1nnc(C(F)(F)F)s1
  8%	-4%	-11%[57.5 µM]	?	18%	i	-3%	3%	18

Three entries from above, arranged by number of heavy atoms, ascending.
Under each structure: TDP-43 yeast inh	GLP-1R agonist	PTHR1 agonist	GLP-1R inv ag	Abeta rescue	pAkt inh	aSyn yeast inh	FUS yeast rescue	DRD3 antagonist
O=C(O)C1CC=CCC1C(=O)NCc1ccc(Cl)c(Cl)c1 (configuration not stated)
  3%	6%	-13%	4%	7%	i	3%	10%	?
COc1ccc(CNC(=O)C(C)OC(=O)c2cccn2C)cc1 (configuration not stated)
  1%	3%	i	-11%	17%	i	1%	-2%	-25
O=C1CCCC(O)=C1C1C2=C(CCCC2=O)OC2=C1C(=O)CCC2
  7%[9.22 µM]	2%	i	-10%[7.66 µM]	-16%	i	3%	8%	4

Additional structures follow.
Under each structure: TDP-43 yeast inh	GLP-1R agonist	PTHR1 agonist	GLP-1R inv ag	Abeta rescue	pAkt inh	aSyn yeast inh	FUS yeast rescue	DRD3 antagonist
COc1ccc(C2CC(c3ccccc3)=NN2C(=O)COC(=O)c2cccc(O)c2)cc1 (configuration not stated)
  -11%	23%	-6%	?	10%	i	2%	-12%	10
O=C(c1ccc(NS(=O)(=O)c2ccccc2)cc1)N1CCCC1
  25%	-1%	-14%[57.5 µM]	8%	1%	-118%*	2%	-4%	21
COc1ccc(Cl)cc1NC(=O)C(C)Sc1nc2c(c(=O)[nH]1)CCCC2 (configuration not stated)
  ?	/	-6%	2%	-8%	/	/	0%	/
COc1ccc(CCc2nnc(CCC(=O)NCCc3ncccc3C)o2)cc1
  12%	4%	-6%	-5%	-8%	i	1%	-9%	-6
O=C(COc1cccc2cccnc12)N/N=C/c1ccccc1O
  1%	8%	i	?	8%	i	4%	3%	30
COc1ccc(CN2CCNC(=O)C2CC(=O)NC2CCCCC2)c(OC)c1 (configuration not stated)
  ?	1%	i	1%	1%	i	-2%	21%	-4
Cc1ccccc1C(=O)Nc1c(C(=O)N2CCCC2)cnn1-c1ccccc1
  -18%	0%	-5%[57.5 µM]	3%	-20%	i	-2%	0%	-19
N/C(=N\O)c1ccc(NC(=O)c2cccs2)cc1
  13%	-3%	i	35%[activator]	0%	i	2%	14%	23
CC(=O)Nc1ccc(Sc2ncccc2C(=O)Nc2ccc(F)cc2)cn1
  -16%	-1%	i	0%	7%	i	-5%	18%	20
COc1ccc(-c2nc(C(N)=O)c3[nH]c(=O)n(-c4ccccc4OC)c3n2)c(OC)c1
  17%	25%	i	3%	3%	i	0%	5%	-5
Cc1c(Cl)cccc1NC(=O)CN1C(=O)COc2ccc(S(=O)(=O)Nc3ccccc3)cc21
  ?	-5%	-26%	?	-14%	/	/	14%	/
COc1ccccc1CNC(=O)COC(=O)c1cc(S(=O)(=O)N2CCOCC2)ccc1Cl
  0%	-13%	-14%	5%	3%	i	-2%	21%	24
C(=C\c1ccccc1)/C=N/Nc1ccc2nncn2n1
  17%	11%	i	4%	-15%	i	1%	10%	-3
O=C1CC(c2cccc(Br)c2)c2cc3c(cc2N1)CCC3 (configuration not stated)
  -6%	20%	-5%[57.5 µM]	0%	-61%[inhibitor]	?	?	7%	9
CCN(CC(=O)Nc1ccc(C(=O)OC)cc1)C1CCCCC1
  -7%	10%	i	-17%	4%	i	4%	8%	-3
O=C(CSc1nc2ccc(S(=O)(=O)N3CCOCC3)cc2[nH]1)N1CCOCC1
  -29%	6%	i	-1%	-21%	i	-41%[inhibitor]	15%	-23
O=C(COc1ccc(S(=O)(=O)N2CCCC2)cc1Cl)NCc1cccnc1
  -3%	-9%	-9%	0%	9%	i	-4%	30%	-14
CC1=NN(C(=O)c2ccoc2C)C(O)(C(F)(F)F)C1 (configuration not stated)
  -10%	8%	i	?	-11%	i	?	-13%	5
CC(C)COc1ccc(C(=O)Nc2cc(S(=O)(=O)N3CCOCC3)ccc2N2CCCC2)cc1
  2%	11%	-11%	-14%	27%	i	-3%[1.84 µM]	41%	7
CC(=O)NCCOc1cccc2ccccc12
  3%	5%	-26%[57.5 µM]	2%	-25%	i	2%	36%	5
O=C(N/N=C/c1ccc(-c2ccc(Br)cc2)o1)c1ccc2c(c1)OCO2
  0%	0%	-16%	-9%	-21%	i	2%	32%	-2
O=C(Nc1cccc(-c2nnc(-c3ccco3)o2)c1)c1ccccc1
  -18%	7%	-24%	-46%	8%	i	0%	6%	36

A portion of the library; rates above refer to the full screens.
